hcDAF-12 act – activators of H. contortus DAF-12 nuclear receptor; HEK293 hcDAF-12 lit1-tk-luc reporter, luminescence; 0% DMSO, 100% Δ7-dafachronic acid; activation, % at 6.8 µM; actives 1.4% (n = 370,000); AID 652067;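 active = activation above the mean of all tested compounds plus 3 SD, cut at about 5.5% in these data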;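 also: 100% = response to 3 µM Δ7-dafachronic acid high control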
ssDAF-12 act – activators of S. stercoralis DAF-12 nuclear receptor. actives 1% (n = 370,000). activation, % at 6.8 µM. AID 652126. HEK293 ssDAF-12/GRIP1 lit1-tk-luc reporter, luminescence; % of 3 µM dafachronic acid response;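 active = activation above the mean over all tested compounds plus 3 SD, cut at about 0.9% in these data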;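 also: 0% = DMSO-only wells and 100% = 3 µM delta7-dafachronic acid wells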
NPR1 activator – GC-A (human) enzyme activation | HEK293 GC-A cells, cGMP TR-FRET, EC30 ANP; 0% at EC30 ANP, 100% saturating ANP | actives 0.14% (n = 370,000) | P16066 | activation, % at 10 µM; in the data active = activation above about 40%
Target sequence (P16066 whole entry, looked up): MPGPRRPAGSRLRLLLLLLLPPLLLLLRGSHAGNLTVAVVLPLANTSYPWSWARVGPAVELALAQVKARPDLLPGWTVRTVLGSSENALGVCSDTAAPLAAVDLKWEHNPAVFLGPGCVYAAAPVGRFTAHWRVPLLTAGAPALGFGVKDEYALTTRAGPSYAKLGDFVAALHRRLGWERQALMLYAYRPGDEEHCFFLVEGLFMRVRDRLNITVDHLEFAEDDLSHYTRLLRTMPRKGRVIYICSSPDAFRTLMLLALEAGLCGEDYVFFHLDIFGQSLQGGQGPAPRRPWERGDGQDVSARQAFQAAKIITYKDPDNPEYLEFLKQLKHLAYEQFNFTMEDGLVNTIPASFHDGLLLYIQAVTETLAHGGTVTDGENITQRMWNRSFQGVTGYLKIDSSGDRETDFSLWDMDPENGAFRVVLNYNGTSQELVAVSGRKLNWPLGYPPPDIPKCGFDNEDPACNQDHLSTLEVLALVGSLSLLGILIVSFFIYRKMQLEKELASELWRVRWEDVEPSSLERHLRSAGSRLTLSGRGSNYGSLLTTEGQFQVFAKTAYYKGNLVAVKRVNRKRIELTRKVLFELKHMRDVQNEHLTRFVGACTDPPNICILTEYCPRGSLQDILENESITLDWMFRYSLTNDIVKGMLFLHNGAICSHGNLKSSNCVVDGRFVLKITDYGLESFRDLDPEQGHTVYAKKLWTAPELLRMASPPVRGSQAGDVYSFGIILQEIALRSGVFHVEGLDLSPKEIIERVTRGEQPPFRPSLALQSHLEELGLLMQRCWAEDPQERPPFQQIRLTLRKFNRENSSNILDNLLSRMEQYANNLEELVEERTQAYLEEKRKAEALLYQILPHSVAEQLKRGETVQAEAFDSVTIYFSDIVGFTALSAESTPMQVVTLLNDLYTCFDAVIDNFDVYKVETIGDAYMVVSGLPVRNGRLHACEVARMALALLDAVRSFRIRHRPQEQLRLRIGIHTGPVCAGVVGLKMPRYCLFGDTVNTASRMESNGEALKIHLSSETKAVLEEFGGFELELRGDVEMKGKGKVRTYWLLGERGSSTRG
NPR2 activator – GC-B (human) receptor activation. actives 0.11% (n = 370,000). activation, % at 10 µM. HEK293-GC-B cells, CNP EC30, cGMP TR-FRET; 0% at EC30 CNP, 100% saturating CNP. AID 1920062. P20594;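 active = activation at 10 µM reaching about 35% in either raw or pattern-adjusted values, limit read from the data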
SMARCA2 act – increases SMARCA2 function in MMTV reporter cells; MG213 cells, MMTV-luciferase reporter, dexamethasone, overnight; activation, % at 9.1 µM; actives 1% (n = 370,000); AID 652017; in the data active = activation above about 7.8%;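 also: 0% = vehicle wells and 100% = reference activator wells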
DAX1 inh-1 – inhibitors of DAX1 repression of SF-1 activated StAR promoter; HEK293T StAR-luciferase reporter, SF-1/DAX-1 repression relief; inhibition, % at 6.8 µM; actives 1.1% (n = 370,000); AID 652010;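 active = inhibition above the mean over all tested compounds plus 3 SD, cut at about 3.6% in these data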;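 also: 0% = DAX-1 cells with DMSO and 100% = cells lacking DAX-1 with DMSO; higher inhibition means more luminescence from relief of DAX-1 repression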
FXN GAA850 act – activators of GAA850 frataxin (FXN) promoter; actives 0.56% (n = 360,000); AID 540364; activation, % at 6 µM; HEK293 lucGAA850 FXN promoter luciferase reporter, 24 h; percent of 10 µM SAHA response;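 active = activation above the average of all compounds screened plus 3 SD, cutoff fixed separately per campaign, cut at about 7.5% in these data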;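 also: 0% = DMSO wells and 100% = 10 µM SAHA wells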
proKLK7 act – activates the human kallikrein-7 zymogen; P49862; purified proKLK7, EDANS-DABCYL substrate fluorescence; 100% is mature enzyme control, 0% vehicle; activation, % at 7 µM; actives 0.9% (n = 370,000);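 active = activation above the mean of all tested compounds plus 3 SD, computed per campaign excluding outliers beyond control limits, cut at about 13% in these data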
DAX1 inh-2 – inhibits human nuclear receptor DAX1; inhibition, % at 6.75 µM; HEK293 Gal4-DAX1 luciferase reporter, luminescence; AID 504766; P51843; actives 0.99% (n = 340,000);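 active = inhibition above the mean over all tested compounds plus 3 SD, cut at about 4.2% in these data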;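 also: 0% = DAX1-transfected cells with DMSO and 100% = empty-vector control cells with DMSO; inhibition shows as a rise in luminescence from relieved DAX1 repression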
hgDAF-12 ag – agonists of H. glycines DAF-12 nuclear receptor | HEK293 GAL4-hgDAF12 UAS-luciferase reporter, agonist luminescence; normalized to butyrate control | activation, % at 6.8 µM | actives 1.8% (n = 370,000);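 active = activation above a cutoff set at the mean of all screened compounds plus 3 SD, cut at about 10% in these data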;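 also: 0% = DMSO wells and 100% = sodium butyrate wells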
sPLA2-III inh – Inhibits HGIII-sPLA2 liposome hydrolysis, primary screen | Q9NZ20 | QFRET BODIPY PC-A2 liposome hydrolysis, fluorescence | inhibition, % at 12.2 µM | actives 0.56% (n = 370,000);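 active = inhibition above mean plus 3 SD of compounds lying within the high and low control bounds, cut at about 19% in these data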;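 also: 0% = median of test compound wells and 100% = no enzyme DMSO wells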
The depositor's hits bear a star; nt = not tested or not shown.

1) Cc1cccc(NC(=S)NNC(=O)c2ccccc2OC(F)F)c1
2) CN(C)C(=O)c1cccc(-c2cnc3c(NC=O)cc(-c4cc(F)c(F)c(F)c4)cn23)c1
3) CN1c2ccccc2N(C)C1(C)c1cccc2ccccc12
4) Cc1ccc2c(c1)C(=C(C#N)C#N)C(=O)N2CCN1CCOCC1
5) Cn1c(=O)c([N+](=O)[O-])c(NCc2ccccc2Cl)c2ccccc21
6) COc1ccc(Cn2c(SCc3ccccc3C)nc3cc(OC)c(OC)cc3c2=N)cc1
7) O=C(Nc1ccc(S(=O)(=O)C(F)F)cc1)c1cccc(S(=O)(=O)N2CCOCC2)c1
8) COc1ccc(CCNC(=O)c2ccncc2)cc1OC
Compound	1	2	3	4	5	6	7	8
SMARCA2 act	2	-5	0	-3	0	0	-4	0
DAX1 inh-2	-1.2	nt	-1.5	0.0	-0.3	-2.0	-1.5	0.7
FXN GAA850 act	0.6	0.7	3.2	0.2	-0.2	-6.0	-2.4	0.7
hgDAF-12 ag	2.6	-0.5	-0.2	1.2	2.7	-0.8	-6.0	-0.2
DAX1 inh-1	-0.2	0.9	0.0	-0.2	-0.3	-1.2	-2.4	-0.3
proKLK7 act	-0.3	-1.0	-4.2	0.3	0.5	-0.9	0.6	0.3
NPR2 activator	1	22	1	-2	4	12	4	-1
hcDAF-12 act	-0.4	0.7	-1.5	1.8	-2.6	-1.8	-2.2	2.0
NPR1 activator	-1	7	-3	5	2	3	1	-4
sPLA2-III inh	23*	2	13	9	-1	-9	-23	0
ssDAF-12 act	-1.2	-1.3	-1.6	-0.1	-1.4	-2.0	-2.1	-1.0

Continued; it opens with the 4 that closed the last part.
5) Cn1c(=O)c([N+](=O)[O-])c(NCc2ccccc2Cl)c2ccccc21
6) COc1ccc(Cn2c(SCc3ccccc3C)nc3cc(OC)c(OC)cc3c2=N)cc1
7) O=C(Nc1ccc(S(=O)(=O)C(F)F)cc1)c1cccc(S(=O)(=O)N2CCOCC2)c1
8) COc1ccc(CCNC(=O)c2ccncc2)cc1OC
9) CCc1nnc(NC(=O)C2COc3ccccc3O2)s1 (stereo unspecified)
10) O=C(NC(=O)c1cccc(Cl)c1)OC[C@@H]1CCCN2CCCCC12 (stereo partly specified)
11) Cc1noc(C)c1COC(=O)COc1ccc(C#N)cc1
12) Cn1c(SCC(=O)N2CC(=O)Nc3ccccc32)nc2ccccc2c1=O
13) CC(C)(C(=O)c1ccccc1)/[N+]([O-])=C/c1ccccc1F
14) CCC1CCCCN1S(=O)(=O)c1ccc(S(=O)(=O)N(Cc2ccccn2)CC2CCCO2)cc1 (stereo unspecified)
15) CCN1C(=O)C(=O)N(CC(=O)N(C)CC(=O)Nc2ccccc2C(F)(F)F)C1=O
16) Cc1ccn(-c2n[nH]c(C)c2[N+](=O)[O-])n1
Compound	5	6	7	8	9	10	11	12	13	14	15	16
SMARCA2 act	0	0	-4	0	2	-2	-3	-3	-3	-1	-1	1
DAX1 inh-2	-0.3	-2.0	-1.5	0.7	1.6	-1.2	-0.5	0.8	-0.3	-1.1	2.0	0.8
FXN GAA850 act	-0.2	-6.0	-2.4	0.7	3.4	1.8	3.8	1.0	2.3	1.2	-0.4	4.3
hgDAF-12 ag	2.7	-0.8	-6.0	-0.2	7.6	0.1	-1.0	-3.6	2.2	-4.6	-0.2	-0.9
DAX1 inh-1	-0.3	-1.2	-2.4	-0.3	4.5*	-0.1	0.3	-0.9	0.1	-1.3	0.5	0.4
proKLK7 act	0.5	-0.9	0.6	0.3	0.4	0.6	-0.2	0.1	-0.2	0.4	-0.7	-0.2
NPR2 activator	4	12	4	-1	8	1	-10	-5	4	5	-4	0
hcDAF-12 act	-2.6	-1.8	-2.2	2.0	1.7	1.2	-0.3	-2.2	0.1	-4.2	-0.3	1.5
NPR1 activator	2	3	1	-4	0	2	-3	-11	4	6	4	5
sPLA2-III inh	-1	-9	-23	0	0	6	3	5	1	-13	3	5
ssDAF-12 act	-1.4	-2.0	-2.1	-1.0	-0.2	0.6	-1.7	-1.8	-1.8	-1.9	-0.8	-1.0

17) COc1ccc(C(CNC(=O)c2oc3ccc(Br)cc3c2C)N2CCCCC2)cc1 (stereo unspecified)
18) CCCCSc1nc2c([nH]1)c(=S)n(C)c(=O)n2C
19) COc1ccc(NS(=O)(=O)c2cc([N+](=O)[O-])ccc2N/N=C/c2c(C)[nH]c3ccccc23)cc1
20) COc1ccccc1/C=C/C=N/N1CCN(Cc2ccccc2)CC1
21) O=C(NCc1cn2ccccc2n1)c1ccco1
22) COc1cc(/C=C(/C#N)c2nc3ccccc3[nH]2)ccc1OCc1ccc(C(=O)O)o1
23) CCOC(=O)C1(CCCc2ccccc2)CCN(C(=O)CN2C(=O)CSC2=O)CC1
24) CCCOc1ccc(-c2c(C(=O)N/N=C(\C)c3ccncc3)nnn2-c2nonc2N)cc1
Compound	17	18	19	20	21	22	23	24
SMARCA2 act	-2	4	1	-4	0	2	-6	-2
DAX1 inh-2	-1.3	-0.8	0.2	1.8	-0.6	0.3	0.0	0.0
FXN GAA850 act	1.8	19*	-1.2	3.1	1.1	1.4	0.1	3.8
hgDAF-12 ag	3.0	-1.9	1.1	-0.2	-0.9	4.4	-2.5	-1.9
DAX1 inh-1	0.8	-0.8	-0.2	0.1	0.2	1.4	0.0	-0.1
proKLK7 act	-0.2	0.2	-0.1	-1.0	0.3	-1.9	-0.4	-0.7
NPR2 activator	-4	37*	-2	2	-2	2	0	0
hcDAF-12 act	-1.4	0.1	2.0	1.8	-0.8	5.4	-2.3	-1.9
NPR1 activator	-13	34	-2	-2	2	-1	2	-3
sPLA2-III inh	-1	2	-4	14	-1	-4	-23	-13
ssDAF-12 act	-0.8	-1.3	-0.5	-1.7	-1.3	-0.5	-1.2	-1.1

25) N#Cc1cc(C#N)c(SCC(=O)NCC2CCCO2)nc1N (stereo unspecified)
26) CCN1C(=O)C(CC(=O)Nc2c(C)cccc2C)Nc2cc(S(=O)(=O)N(C)C)ccc21 (stereo unspecified)
27) COC(=O)c1cccc(NC(=O)c2ccc(S(=O)(=O)N3CCN(C)CC3)cc2)c1
28) COc1ccc(C2CC(c3cc(OC)ccc3OC)n3nnnc3N2)cc1 (stereo unspecified)
29) COc1ccc(OC)c(S(=O)(=O)N2CCC(C(=O)NCCC3=CCCCC3)CC2)c1
30) O=C(Cc1ccccc1)N/N=C/c1cccn1-c1ccc([N+](=O)[O-])cc1
31) CCOc1cc(C(=O)NCCCNC(=O)c2cc(OCC)c(OCC)c(OCC)c2)cc(OCC)c1OCC
32) Cc1cc(S(=O)(=O)Nc2cc(C)c(O)c(C)c2)c(C)s1
Compound	25	26	27	28	29	30	31	32
SMARCA2 act	0	-3	1	1	-3	-2	4	-1
DAX1 inh-2	-1.2	-1.1	0.5	1.4	0.2	-1.7	-0.9	-1.3
FXN GAA850 act	0.2	-0.8	-2.9	0.6	2.1	1.7	-1.6	-1.5
hgDAF-12 ag	0.2	2.8	-0.4	1.3	1.7	-2.4	-0.1	-2.8
DAX1 inh-1	0.7	-0.5	-0.3	-0.5	0.2	-1.1	-0.2	-1.1
proKLK7 act	-0.5	-0.3	0.3	3.7	0.4	-0.5	0.6	0.0
NPR2 activator	2	-4	-4	-2	4	2	-5	-2
hcDAF-12 act	1.6	-0.8	0.7	-0.7	-1.3	-1.1	-2.3	-0.4
NPR1 activator	-2	-1	0	-2	3	3	-2	-4
sPLA2-III inh	5	-6	-8	3	-8	3	-1	-22
ssDAF-12 act	-1.1	-1.4	-1.2	-1.3	-1.4	-1.8	-1.7	-0.6

33) CCOC(=O)Cc1csc(NC(=O)/C=C/c2ccc(Br)o2)n1
34) COc1ccc2nc(N3CCCC(C(=O)NCCc4ccc(OC)c(OC)c4)C3)sc2c1 (stereo unspecified)
35) C=CCN(C(=O)CCC(=O)Nc1cc(C)on1)C(C(=O)NC1CCCC1)c1cccnc1 (stereo unspecified)
36) O=C(Nc1cccc2cccnc12)c1cccc(Cl)c1
37) COc1c(Br)cc(Br)cc1/C=N/n1c(C)nnc1C
38) CCCOc1cc(NCc2ccccc2)c2ncn(C(C)C)c2c1
39) CCOc1ccccc1NC(=O)NCCc1c[nH]c2ccccc12
40) COc1ccc(S(=O)(=O)N(CC(=O)NCC2CCCO2)c2ccc(F)cc2)cc1OC (stereo unspecified)
Compound	33	34	35	36	37	38	39	40
SMARCA2 act	-1	1	-2	1	1	0	-1	-2
DAX1 inh-2	-1.1	-0.5	0.6	2.3	1.8	0.0	-0.3	-1.7
FXN GAA850 act	0.2	4.7	-0.2	3.3	1.1	2.7	0.0	0.0
hgDAF-12 ag	-0.8	0.4	-0.7	6.1	0.7	-1.3	-1.2	-1.9
DAX1 inh-1	-0.8	-0.2	-0.2	0.0	0.1	-0.9	0.0	0.3
proKLK7 act	0.5	-0.1	0.1	0.7	-0.4	-0.1	0.0	0.0
NPR2 activator	-4	-1	5	0	-14	2	-3	0
hcDAF-12 act	-1.6	-2.1	0.3	6.0*	0.8	-1.4	-1.0	0.5
NPR1 activator	2	-1	3	3	1	-3	-9	-2
sPLA2-III inh	-2	1	4	-2	1	16	-53	5
ssDAF-12 act	-2.1	-0.9	-0.4	0.2	-0.6	-1.5	-0.4	-1.2

41) CCN(CC(=O)Nc1ccccc1C(F)(F)F)C(=O)CCS(=O)(=O)c1ccc(Cl)cc1
42) CC1CCCCN1S(=O)(=O)c1ccc(C(=O)Nc2sccc2C(N)=O)cc1 (stereo unspecified)
43) CCN1CCN(c2nc3ccccc3nc2C(C#N)C(=O)OCc2ccccc2)CC1 (stereo unspecified)
44) Cc1nc2cc(F)ccc2n1C1CCN(C(=O)c2ccc(F)cc2F)CC1
45) O=C(NC1CCSC1=O)c1ccc(Oc2cccc(C(F)(F)F)c2)nc1 (stereo unspecified)
46) O=C(CCN1c2ccccc2Sc2ccccc21)Nc1ccccc1
47) NC(=O)CC(NC(=O)c1ccccc1)c1ccc(NCCN2CCCCC2)c([N+](=O)[O-])c1 (stereo unspecified)
48) O=C(N/N=C/c1ccco1)c1cccc([N+](=O)[O-])c1
Compound	41	42	43	44	45	46	47	48
SMARCA2 act	-2	1	0	0	-1	-1	1	-5
DAX1 inh-2	0.4	0.8	-1.5	-2.0	0.1	-0.9	0.1	-0.4
FXN GAA850 act	-1.0	6.2	-3.2	0.3	0.5	0.8	0.4	0.2
hgDAF-12 ag	-2.7	1.1	-2.6	-2.5	1.7	0.7	1.8	5.3
DAX1 inh-1	0.4	0.8	0.1	-1.1	-0.8	0.1	-0.1	-0.3
proKLK7 act	-0.2	1.8	1.7	-0.2	-0.4	0.0	0.1	-0.5
NPR2 activator	-2	2	-3	-6	-3	-16	2	-4
hcDAF-12 act	-0.4	1.3	-0.6	-1.9	-0.3	-0.5	1.4	-0.7
NPR1 activator	0	1	3	2	2	-29	2	0
sPLA2-III inh	3	-5	-13	-4	-7	10	3	9
ssDAF-12 act	-0.8	-0.6	-1.3	-1.5	-0.8	-0.7	-0.8	-0.3

Screening data from PubChem BioAssay.
